Assay outcomes from PubChem BioAssay.
PfG6PD inh: PfG6PD (Plasmodium falciparum) enzyme inhibition; PfGluPho enzyme, NADPH resazurin-diaphorase fluorescence; inhibition, % at 20 µM; actives 0.78% (n = 350,000); AID 504690;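 active = inhibition reaching at least a set limit at 20 µM in the primary screen, cut at about 59% in these data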;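 also: 0% = DMSO wells with substrate and 100% = DMSO wells lacking glucose-6-phosphate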
* = called active by the depositor.

Structure	PfG6PD inh
COc1cc(C=NC2CCCCC2)ccc1O	11
CN(C)c1ccc(CNc2nc3ccccc3n2C)cc1	4
COC(=O)CCC(=O)N1CCC(Oc2cccc(C(=O)NCc3ccccn3)c2)CC1	-10
Cc1nn(CC(=O)NC2CCCCC2)c(C)c1[N+](=O)[O-]	-3
CCc1ccc(CN(C)Cc2c(C(=O)N3CCOCC3)nc3c(C)cccn23)nc1	8
Cc1ccc(/C(N)=N/OC(=O)COc2cccc3ccccc23)cc1	25
CCc1c(O)nc(SCC(=O)Nc2c(C)cccc2C)n(-c2ccc(F)cc2)c1=O	-6
CC1=C(C(=O)N(C)C)CC(CC(=O)NC2CCCC2)C(=O)N1Cc1ccccc1 (stereo not given)	-3
Cc1cn([C@H]2C[C@H](O)[C@@H](CNC/C=C/c3ccccc3[N+](=O)[O-])O2)c(=O)[nH]c1=O	10
CC1(C)CC(=O)C=C(c2ccc(COC(=O)Cc3ccccc3)cc2)C1=O	17
O=C(NC1CC1)c1cccc(NC(=O)C2CCN(S(=O)(=O)c3ccccc3C(F)(F)F)CC2)c1	-2
O=C(OCC(=O)c1ccc[nH]1)c1ccc(S(=O)(=O)C(F)F)cc1	1
CCOC(=O)Cn1ccc2cc(S(=O)(=O)N3CCCC3)ccc21	6
COc1ccc(NC(=O)N(C)C[C@@H]2OCc3cn(nn3)CCCC(=O)N([C@@H](C)CO)C[C@H]2C)cc1	12
COc1ccc([N+](=O)[O-])cc1N(CC(O)CN1C(=O)NC(C)(C)C1=O)S(=O)(=O)c1ccc(C)cc1 (stereo not given)	-10
Cc1c(C#N)c2n(c1C)CCCC(=O)N2	-6
Cc1c(-c2ccccc2)n(O)[n+]([O-])c1-c1ccccc1	-24
N#Cc1cc2cc3c(cc2nc1Cl)OCCO3	-13
O=C(O)c1ccccc1-c1ccccc1C(=O)Nc1ccc2c(c1)oc(=O)c1ccccc12	-30
CCCNC(=O)C[C@@H]1C[C@@H]2c3cc(NS(=O)(=O)c4ccc(OC)cc4)ccc3O[C@@H]2[C@@H](CO)O1	-1
CCOC(=O)CC(S(=O)(=O)c1ccccc1)S(=O)(=O)c1ccccc1	11
C[C@@H]1CN([C@H](C)CO)C(=O)c2cc(Br)cnc2O[C@H]1CN(C)Cc1ccccc1	5
COc1cccc2ccc(CC(O)(c3ccccc3)c3ccccc3)nc12	13
COC(=O)c1c(-c2ccccc2)[nH]c(-c2nccc3ccccc23)c1C(=O)OC	3
Cc1ccccc1NC(=O)CN1CCCC1	-8

Taken from above.
For PfG6PD inh, `Cc1c(-c2ccccc2)n(O)[n+]([O-])c1-c1ccccc1` has -24
For PfG6PD inh, `N#Cc1cc2cc3c(cc2nc1Cl)OCCO3` has -13

(further entries)
Structure	PfG6PD inh
CCCc1cc(=O)oc2cc(OCC(=O)NCCN3CCOCC3)c(Cl)cc12	6
CNC(=O)C1CN(C(=O)c2nn(Cc3ccccc3)c(=O)c3ccccc23)c2ccccc2O1 (stereo not given)	19
CCN(CC)C(=O)Cn1cc(S(=O)(=O)CC(=O)Nc2cccc(NC(C)=O)c2)c2ccccc21	12
C/C(=N\NC(=O)c1nnn(-c2nonc2N)c1CSc1ccc(C)cc1)c1cccnc1	20
COc1ccc(-n2cnnc2SCC(=O)NC2CC2)cc1	-3
COc1ccc(N2C[C@H](Cc3ccccc3)[C@@H](CC(=O)Nc3ccccc3)C2=O)cc1	-2
O=CN1CCN(C(=O)Cc2ccc(Cl)cc2)CC1	-14
Cc1noc(C)c1S(=O)(=O)N(C)C[C@H]1OCCCC[C@H](C)Oc2ccc(NC(=O)CCCN(C)C)cc2C(=O)N([C@H](C)CO)C[C@@H]1C	11
CCCOc1ccc(/C=C/C(=O)N2CCN(C(=O)c3ccco3)CC2)cc1OC	2
C[C@@H]1CN([C@@H](C)CO)C(=O)c2cc(-c3ccccc3F)cnc2O[C@H]1CN(C)Cc1cccc(F)c1	-4
COc1ncnc2c1ncn2CCCN[C@H](C)c1cccc2ccccc12	1
Cn1c(=O)oc2cc(S(=O)(=O)Nc3ccc(C(=O)O)cc3)ccc21	-26
C#CC(c1ccccc1)(c1ccccc1)n1ccnc1	16
CC(=O)Nc1ccc(C=Cc2ccc([N+](=O)[O-])cc2)cc1	14
C[C@@H]1ON(C)[C@H]2C[C@H]3c4[nH]c5ccccc5c4CCN3C(=O)[C@@H]12	-10
CN(C(=O)CSc1nnc(C(F)(F)F)n1C)c1c(N)n(Cc2ccccc2)c(=O)[nH]c1=O	7
CC1(C)CC(=O)C=C(c2ccc(-c3ccc4[nH]ccc4c3)cc2)C1=O	18
COc1ccc(C=CC(=O)c2ccc(OCc3ccccc3)c(OC)c2)cc1OC	10
COc1ccc(S(=O)(=O)N(C)C[C@@H]2Oc3cc(C#CC4CCCCC4)ccc3S(=O)(=O)N([C@@H](C)CO)C[C@@H]2C)cc1	52
O=C(CCn1c(=O)c2cccn2c2cccnc21)NCCCN1CCN(c2ccc(F)cc2)CC1	15
Cc1cccc(NS(=O)(=O)c2ccc(S(=O)(=O)N3CCCC3)cc2)c1	-12
O=C(CC1CCCC1)N1CCN(S(=O)(=O)c2c(F)cccc2F)CC1	-3
C(=Cc1cnc2ccccc2n1)c1ccc2c(c1)OCO2	1
C[C@@H]1CN([C@H](C)CO)C(=O)CCCn2nncc2CO[C@H]1CN(C)Cc1ccccc1C(F)(F)F	10
CCN(CC)C(=O)C1=C(C)N(CCC2=CCCCC2)C(=O)C(CC(=O)NCc2cccc3ccccc23)C1 (stereo not given)	10
CC(C)CN(C(=O)CN(C)C(=O)Cc1c(F)cccc1Cl)c1c(N)n(CC(C)C)c(=O)[nH]c1=O	-2
CC(=O)Nc1ccc(NC(=O)C(NC(=O)c2ccc(Cl)cc2)C(C)C)cc1 (stereo not given)	14
Nc1ccc(S(=O)(=O)Nc2nccc(/C=C/c3cccc([N+](=O)[O-])c3)n2)cc1	-2
C[C@H](CO)N1C[C@H](C)[C@H](CN(C)C(=O)Nc2cccc(C(F)(F)F)c2)OCc2cnnn2CCCC1=O	-12
COCCCN1C(=O)C(CC(=O)NCC2CCCCC2)CC(C(=O)N(C)C)=C1C (stereo not given)	-8
CC(C)NC(=O)c1ccc(CONC(=O)OCc2ccccc2)cc1	4
COC(=O)C(Sc1ccc(Cl)cc1)C1SC(=S)N(Cc2ccccc2)C1=O (stereo not given)	56
Cn1nnc2cc(NC(=O)Nc3ccccc3F)ccc21	3
CC(C)(C)c1ccc(S(=O)(=O)NCCN2CCOCC2)cc1	1
O=C(COC(=O)Cc1ccc(Br)cc1)NCc1ccccc1	0
CCCCN1C(=O)C(CC(=O)NCCc2ccccn2)CC(C(=O)N2CCOCC2)=C1C (stereo not given)	1
C[C@H]1CN([C@@H](C)CO)C(=O)CCCn2nncc2CO[C@H]1CN(C)S(=O)(=O)c1ccc(F)cc1	9
COC(=O)N(C)C[C@@H]1OCc2cnnn2CCCC(=O)N([C@@H](C)CO)C[C@H]1C	-10
CCOC(=O)Nc1cc(OC)cc2ccc(C)nc12	21
CCCCCCN1C[C@@H](n2cc(C3CC3)nn2)[C@H](O)C[C@@H]1c1ccc(C)cc1	14
O=S(=O)(c1ccc(F)cc1)c1nc(-c2ccco2)oc1NCCCn1ccnc1	17
COc1ccc(N2CCN(C(=O)C(=O)c3cn(CC(=O)N4CCCC4)c4ccccc34)CC2)cc1	0
CC(C)Cc1nnc(NS(=O)(=O)c2ccccc2)s1	29
C[C@@H]1CN([C@H](C)CO)C(=O)CCCn2nncc2CO[C@H]1CN(C)S(=O)(=O)c1ccc2c(c1)OCCCO2	8
O=C(CC1CCCC1)N1CCN(S(=O)(=O)c2cccc(Br)c2)CC1	0
CCC1(CC)NC(=O)N(CC(=O)OC(C)C(=O)Nc2ccc(S(N)(=O)=O)cc2)C1=O (stereo not given)	8
Cc1cccc(C(=O)OCC(=O)NCc2ccc(Cl)cc2)c1	-9
CSC[C@H]1CN(c2ccc(Br)cc2)C(=O)[C@@H]1CC(=O)Nc1ccccc1	-11
O=C(NCCOc1ccccc1)N1[C@H]2CC[C@@H]1C=C(c1ccc(F)cc1OCc1ccccc1)C2	21
O=C(NCc1ccccc1)/C(=C\c1cccc([N+](=O)[O-])c1)NC(=O)c1ccco1	-6

Some of these compounds in order of the PfG6PD inh value, highest first:
Structure	PfG6PD inh
CCC1(CC)NC(=O)N(CC(=O)OC(C)C(=O)Nc2ccc(S(N)(=O)=O)cc2)C1=O (stereo not given)	8
COCCCN1C(=O)C(CC(=O)NCC2CCCCC2)CC(C(=O)N(C)C)=C1C (stereo not given)	-8
N#Cc1cc2cc3c(cc2nc1Cl)OCCO3	-13

Some of these compounds in order of number of heavy atoms, low to high:
Structure	PfG6PD inh
O=C(COC(=O)Cc1ccc(Br)cc1)NCc1ccccc1	0
Nc1ccc(S(=O)(=O)Nc2nccc(/C=C/c3cccc([N+](=O)[O-])c3)n2)cc1	-2
COCCCN1C(=O)C(CC(=O)NCC2CCCCC2)CC(C(=O)N(C)C)=C1C (stereo not given)	-8

(next part)
Structure	PfG6PD inh
CN1CCn2cnc(C(=O)Nc3ccc(Cl)cc3)c2C1=O	-3
COCCNC(=S)N(C)[C@H]1C[C@H]2c3cc(N4CCN(C)CC4)ccc3CCN2C(=O)[C@H]1[C@H](C)O	-15
COc1ccccc1N1CCN(c2ccc3c(c2)S(=O)(=O)c2cccc(C(=O)NCc4cccc(F)c4)c2C3=O)CC1	7
COCOCCn1cc(CN2CCS(=O)(=O)N(Cc3ccc(-c4ccc(Cl)nc4)cc3)C(C)C2=O)nn1 (stereo not given)	-5
C[C@H]1CN([C@@H](C)CO)C(=O)c2cc(C#CC3(O)CCCC3)cnc2O[C@H]1CN(C)C(=O)C1CC1	-10
N#CC(c1cccc([N+](=O)[O-])c1)C(CC(=O)c1ccccc1)c1ccccc1 (stereo not given)	13
C[C@H](CO)N1C[C@H](C)[C@@H](CN(C)C(=O)Cc2ccccc2)OCCCC[C@H](C)Oc2ccc(NC(=O)NC3CCCCC3)cc2C1=O	11
Cc1ccc(C)c(NC(=O)c2ccc3c(c2)CCN3S(C)(=O)=O)c1	-9
CC(=O)C1=C(O)C(=Cc2ccccc2)OC1=O	-10
O=C(NCCCN1CCCC1=O)C(=O)NCC1OCCN1S(=O)(=O)c1cc(F)ccc1F (stereo not given)	3
CCN(CC)C(=O)C1=C(C)N(Cc2ccc(OC)cc2)C(=O)C(CC(=O)NC2CC2)C1 (stereo not given)	-16
CC1(c2cccc(N)c2)OCCO1	0
CCCC1NC(=O)c2cccnc2-n2c1nc1ccc(Cl)cc1c2=O (stereo not given)	1
C#CCN(C[C@@H]1[C@@H](OC(=O)NC2CCCC2)[C@@H](OC(=O)NC2CCCC2)CN(C(=O)OC(C)C)N1C(=O)OC(C)C)S(=O)(=O)c1ccc(C)cc1	5
COc1ccc(NC(=O)CSc2nc3ccsc3c(=O)n2CCC(=O)O)cc1	-19
Cc1noc(C)c1C(=O)OC(C)C(=O)c1c[nH]c2ccccc12 (stereo not given)	29
COc1cc(S(=O)(=O)N2CCN(C(=O)c3cccs3)CC2)ccc1NC(C)=O	-16
C[C@@H](CO)NC(=O)c1nc[nH]c1C(=O)N[C@H](C)c1ccccc1	14
O=C(NCCCN1CCCC1=O)C(=O)NCC1OCCCN1S(=O)(=O)c1ccccc1 (stereo not given)	-1
O[C@H]1CN(Cc2cccs2)[C@@H](c2ccc(Cl)cc2)C[C@@H]1n1cc(C2CC2)nn1	-4
C[C@@H]1CCCCO[C@@H](CN(C)S(C)(=O)=O)[C@@H](C)CN([C@H](C)CO)C(=O)c2cc(N(C)C)ccc2O1	33
O=C1c2ccccc2-c2cc(Br)ccc2NC1O (stereo not given)	9
Nc1ccn([C@@H]2O[C@H](CNS(=O)(=O)c3cc4ccccc4s3)[C@@H](O)[C@H]2O)c(=O)n1	11
CCCCCC(=O)N1C[C@H](O)[C@@H](n2cc(-c3ccc(F)cc3)nn2)C[C@@H]1c1ccccc1	2
COc1ccc(NC(=O)c2cc(=O)[nH]c3ccccc23)cc1S(=O)(=O)N1CCOCC1	7
CNC[C@H]1OCc2ccccc2-c2ccccc2C(=O)N([C@H](C)CO)C[C@H]1C	-17
Cc1ccc(C)c(S(=O)(=O)Nc2ccc(C(=O)NCCCN(C)C)cc2)c1	0
COc1cc(C)ccc1OCc1cc(C(=O)NC2CCOCC2)no1	0
CCCCN1C[C@H](CSC)[C@@H](CC(=O)Nc2ccc(Br)cc2)C1=O	11
COc1ccc(C2C3=C(CCCC3=O)N(CC(=O)O)C3=C2C(=O)CCC3)cc1Br	1
COC(=O)[C@H]1C[C@@]2(O)CN(S(=O)(=O)c3ccc(C)cc3)C[C@@]2(OC(=O)Nc2cccs2)C[C@H]1C(=O)OC	10
C[C@@H]1CN([C@@H](C)CO)C(=O)CCCn2nncc2CO[C@H]1CN(C)Cc1ccc2c(c1)OCCO2	0
COC(=O)c1cccc(-n2c(C)cc(/C=C3\SC(=O)NC3=O)c2C)c1	-21
Cc1ccc(C)c(NC(=O)CN2C(=O)C3CC=CCC3C2=O)c1 (stereo not given)	6
CC(=O)Nc1ccc(S(=O)(=O)NCCc2ccc3c(c2)OCCO3)cc1	4
COc1ccc(NC(=O)c2cccc(S(=O)(=O)N3CCc4ccccc43)c2)c(OC)c1	-7
CNCc1cc(C)n(-c2cc(S(=O)(=O)N3CCOCC3)ccc2N2CCCC2)c1C	4
COc1ccc(-c2ccc(CN3C(C(C)C)C(=O)N(Cc4cn(CCC5OCCO5)nn4)CCS3(=O)=O)cc2)cc1 (stereo not given)	-2
CC1=C(C(=O)N(C)C)CC(CC(=O)NCCCCc2ccccc2)C(=O)N1CCCN1CCCC1=O (stereo not given)	1
Cc1noc(C)c1CSCC(=O)OCC(=O)Nc1ccc(OC(F)(F)F)cc1	15

Some of the compounds tested; the hit share may differ from the screen's.
